# CHRM4 antagonist = human M4 muscarinic receptor antagonists, primary screen, CHO cells, Fluo-8 calcium fluorescence; Muscarinic acetylcholine receptor M4 (Homo sapiens), P08173; 360,000 compounds, 0.73% hits; inhibition, % at 3 µM; CHO-hM4 cells, ACh EC80; AID 624125, 2012;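 active means inhibition above its plate's cutoff, the mean inhibition of sample wells plus 3 SD, cut at about 27% in these data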;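 further: 0% = acetylcholine EC80 with DMSO and 100% = DMSO without agonist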
# Target sequence (P08173 whole entry, looked up): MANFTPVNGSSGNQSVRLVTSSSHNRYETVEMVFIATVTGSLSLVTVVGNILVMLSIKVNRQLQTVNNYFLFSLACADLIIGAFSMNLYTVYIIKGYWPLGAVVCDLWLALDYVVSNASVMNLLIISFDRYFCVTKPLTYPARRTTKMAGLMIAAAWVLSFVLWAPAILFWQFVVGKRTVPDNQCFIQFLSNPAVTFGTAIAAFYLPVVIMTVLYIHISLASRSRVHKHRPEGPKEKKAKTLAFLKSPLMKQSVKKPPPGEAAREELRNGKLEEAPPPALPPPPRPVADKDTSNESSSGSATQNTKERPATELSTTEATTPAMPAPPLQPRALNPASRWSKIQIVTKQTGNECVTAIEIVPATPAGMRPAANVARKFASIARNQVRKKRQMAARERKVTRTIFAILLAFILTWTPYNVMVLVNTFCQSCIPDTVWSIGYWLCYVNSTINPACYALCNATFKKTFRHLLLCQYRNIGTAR
# CHRM5 agonist = human M5 muscarinic receptor agonists, primary screen, CHO-K1 cells, Fluo-8 calcium fluorescence; Muscarinic acetylcholine receptor M5 (Homo sapiens), P08912; CHO-K1 hM5 cells; 0% DMSO wells, 100% maximal acetylcholine response; activation, % at 3 µM; 360,000 compounds, 0.19% hits;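 active means activation above the run's mean over test compounds plus 3 SD, cut at about 23% in these data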;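 further: signal is peak over basal fluorescence ratio across the kinetic read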
# Target sequence (P08912 whole entry, looked up): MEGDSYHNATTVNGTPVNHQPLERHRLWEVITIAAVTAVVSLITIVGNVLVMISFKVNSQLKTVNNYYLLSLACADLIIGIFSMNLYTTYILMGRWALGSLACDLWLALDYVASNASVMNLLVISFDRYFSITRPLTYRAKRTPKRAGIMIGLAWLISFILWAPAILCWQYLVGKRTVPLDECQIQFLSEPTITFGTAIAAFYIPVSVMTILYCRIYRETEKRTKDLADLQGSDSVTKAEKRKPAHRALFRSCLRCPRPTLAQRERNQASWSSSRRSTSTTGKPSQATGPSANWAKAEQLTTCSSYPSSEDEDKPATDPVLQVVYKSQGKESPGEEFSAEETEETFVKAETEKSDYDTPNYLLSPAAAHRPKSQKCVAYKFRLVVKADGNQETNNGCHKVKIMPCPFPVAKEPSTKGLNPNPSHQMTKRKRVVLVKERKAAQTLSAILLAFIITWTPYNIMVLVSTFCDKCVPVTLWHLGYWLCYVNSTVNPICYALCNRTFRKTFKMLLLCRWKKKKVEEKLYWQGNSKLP
# CHRM5 antagonist = human M5 muscarinic receptor antagonists, primary screen, CHO cells, Fluo-8 calcium fluorescence; Muscarinic acetylcholine receptor M5 (Homo sapiens), P08912; CHO-hM5 cells, ACh EC80; inhibition, % at 3 µM; 360,000 compounds, 0.59% hits;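 active means inhibition above a per-plate cutoff, the mean of that plate's test compounds plus 3 SD, cut at about 27% in these data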;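 further: 0% = acetylcholine EC80 with DMSO and 100% = DMSO without agonist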
# IDE cell inh = human IDE inhibitors in live cells, primary screen, fluorescence polarization, HEK cells, FAbetaB substrate; Insulin-degrading enzyme (Homo sapiens), P14735; FAbetaB cleavage; inhibition, % at 5.59 µM; 320,000 compounds, 0.41% hits; AID 434962, 2010;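 active means percent inhibition above the average of all tested compounds plus 3 SD, set per screening campaign, cut at about 16% in these data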;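 further: IDE supplied by intact live HEK cells; FP after avidin binding of uncleaved biotin substrate so inhibition keeps polarization high; 0% = DMSO wells and 100% = 60 µM reference IDE inhibitor Ii1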
# CRFBP-R2 block = antagonists of CRF-BP/CRF-R2 complex, primary screen, cell-based, HEK293, calcium dye fluorescence, uHTS; CRF-induced calcium fluorescence; inhibition, % at 11.8 µM; 350,000 compounds, 0.59% hits; AID 588475, 2011;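 active means inhibition of the ligand-induced calcium signal above about 50% at the single tested concentration, limit read from the data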
# M4 PAM = human M4 muscarinic receptor positive allosteric modulators, primary screen, CHO-K1 cells, Fluo-8 calcium fluorescence; activation, % at 3 µM; CHO-K1 hM4/Gqi5, ACh EC20; 0% = ACh EC20, 100% = maximal ACh; AID 624126, 2012; 360,000 compounds, 0.4% hits;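 active means activation above its plate's cutoff, the mean activation of sample wells plus 3 SD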; further: some results filed as inactive read as strong as hits
# CHRM4 agonist = human M4 muscarinic receptor agonists, primary screen, CHO-K1 cells, Fluo-8 calcium fluorescence; activation, % at 3 µM; AID 624127, 2012; 360,000 compounds, 0.14% hits; CHO-K1 hM4/Gqi5; vehicle 0%, full acetylcholine response 100%;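 active means activation above the run mean over all test wells plus 3 SD, cut at about 32% in these data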;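 further: peak over basal fluorescence ratio per well then scaled between controls; 0% = DMSO wells and 100% = acetylcholine at EC100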
# CRFBP-R2 agonist = agonists of CRF-BP/CRF-R2 complex, primary screen, cell-based, HEK293, calcium dye fluorescence, uHTS. CRF-binding protein / CRF receptor 2 complex (human). calcium dye fluorescence (FLIPR); percent of saturating CRF peptide response. activation, % at 13.2 µM. 350,000 compounds, 0.46% hits;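 active means activation of at least 50%, plus an integration ratio under a set limit after plate pattern correction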;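 further: plate controls were neutral control wells without compound for no effect and CRF at EC100 for full effect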
# M5 PAM = human M5 muscarinic receptor positive allosteric modulators, primary screen, CHO-K1 cells, Fluo-8 calcium fluorescence; activation, % at 3 µM; 360,000 compounds, 0.3% hits; CHO-K1 hM5, ACh EC20 PAM; 0% = ACh EC20, 100% = ACh EC100; Muscarinic acetylcholine receptor M5 (Homo sapiens), P08912;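 active means activation above the run cutoff, the mean activation of all test compounds plus 3 SD, cut at about 18% in these data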
#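 Test system: CHO-K1 hM5 cells / Doses: single-point, 3 µM nominal / Times: Post-acetylcholine fluorescence recording 140 s / Technique: Fluo-8 calcium fluorescence / Measure: Max/basal fluorescence ratio as % of EC20–EC100 ACh window / Benchmarks: low control EC20 acetylcholine (0%), high control EC100 acetylcholine (100%) / Replicates: one well per compound, no replicates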
# * hit, by the source's call; / = not tested or not shown.
SMILES	CHRM4 antagonist	CHRM5 agonist	CHRM5 antagonist	IDE cell inh	CRFBP-R2 block	M4 PAM	CHRM4 agonist	CRFBP-R2 agonist	M5 PAM
COc1ccc(-n2c(C)cc(C(=O)CN3C(=O)NC4(CCCc5sccc54)C3=O)c2C)cc1 (configuration not stated)	-14.3	-3.4	-11.8	3.6	-16.9	-3.9	4.9	-0.4	5.7
Cc1onc(-c2ccccc2)c1C(=O)Nc1ccc2c(C)cc(=O)oc2c1	-2.4	-2.5	-0.6	0.4	12.2	4.0	2.0	-3.3	-2.8
COCCN1C(=O)C(=O)/C(=C(/O)c2cccc(OC)c2)C1c1ccco1 (configuration not stated)	1.0	0.3	1.8	0.0	12.0	0.0	0.1	-1.2	-2.9
Cc1[nH]nc2c1C(Cc1ccccc1)C(C#N)=C(N)O2 (configuration not stated)	2.6	-7.8	-11.8	7.6	-20.5	11.0	0.2	0.2	14.3
COc1ccc(/C(O)=C2\C(=O)C(=O)N(Cc3ccco3)C2c2ccc(OC)cc2OC)cc1 (configuration not stated)	-4.1	-6.0	-9.5	-1.7	14.3	-3.1	-0.4	2.5	6.8
COc1ccc(C(F)(F)F)cc1N/C=C/c1nnnn1-c1ccc2ccccc2c1	-5.6	0.2	1.4	14.3	14.7	6.4	0.7	-1.8	3.0
COCCCNC(=O)CSC1=Nc2ccccc2C2=NC(Cc3c[nH]c4ccccc34)C(=O)N12 (configuration not stated)	-7.3	-5.0	-6.4	-1.7	16.2	4.5	1.3	-3.8	0.1
CC1=C(C#N)C(c2ccc(O)cc2)C2=C(CCCC2=O)N1 (configuration not stated)	2.0	-2.1	6.6	-1.7	19.9	-4.5	0.5	-2.3	-7.0
C=CCN=C1SC(C)(C)C(=O)N1S(=O)(=O)c1ccc(C)cc1	3.1	-3.0	1.8	1.6	10.4	-4.8	0.8	-1.0	-6.1
CC(C)c1ccccc1NC(=S)NCc1nc2ccccc2[nH]1	-15.1	3.4	4.2	1.5	-2.0	9.4	7.2	0.2	0.4
CCn1nc(C(=O)OC(C(=O)c2c[nH]c3ccccc23)c2ccccc2)c2ccccc2c1=O (configuration not stated)	-1.5	0.7	-5.4	5.4	-3.8	20.6	0.6	0.6	1.8
CCOc1ccc(N(CC(=O)NCc2ccccc2)C(=O)CCC(=O)Nc2nccs2)cc1	4.2	1.2	8.9	1.2	13.7	-2.2	3.2	0.4	-2.6
COc1cccc(OCC(=O)Nc2ccccc2C(=O)Nc2ccc(C(=O)O)cc2)c1	-3.3	-3.4	-12.0	-1.1	6.8	1.7	0.0	-0.8	4.0
COc1ccc(NC(=O)N(C)C[C@H]2Oc3c(NS(=O)(=O)c4cccs4)cccc3C(=O)N([C@H](C)CO)C[C@@H]2C)cc1	-5.3	3.6	0.9	0.4	10.0	7.1	1.5	-1.3	1.5
O=C1c2ccccc2NC(c2ccc(O)c(O)c2)N1c1ccccc1Cl (configuration not stated)	4.1	-3.9	20.5	-4.5	-0.9	-4.4	-0.4	-4.8	-3.4
CCOc1ccc(NS(=O)(=O)c2cccc(C(=O)NCC3(N(C)C)CCCCC3)c2)cc1	-12.6	-3.9	-2.1	/	-7.0	13.0	5.4	1.7	4.2
O=C(NCCN1CCC(n2c(=O)[nH]c3ccccc32)CC1)c1ccncc1	-1.7	0.6	0.4	/	/	-1.9	0.0	/	-1.6
CCC(Oc1ccccc1)C(=O)Nc1ccc(-c2nnc(-c3ccco3)o2)cc1 (configuration not stated)	-4.8	-1.4	5.5	6.0	-36.6	-4.8	2.9	1.1	-5.2
COc1cccc(CNC(=O)C2CCCN(S(=O)(=O)N3CC(C)CC(C)C3)C2)c1 (configuration not stated)	-3.6	-5.9	1.6	0.0	9.1	-4.8	4.3	0.0	0.9
O=C(O)CNC(=O)c1nc(-c2ccccc2)n(-c2ccccc2)n1	6.8	-1.1	4.2	0.2	-1.5	-0.6	-0.1	-1.0	2.2
O=C(N/N=C/c1c(O)n(Cc2ccco2)c(=O)[nH]c1=O)c1ccccc1	0.6	4.0	-0.1	-5.8	4.6	-3.5	5.7	-1.4	1.5
CCNc1c2c(nc3ccccc13)CC(C)(C)CC2=O	10.7	-5.9	5.0	4.1	33.1	-0.1	0.2	-1.4	2.8
CC(=O)Nc1ccc(NC(=O)CSc2n[nH]c(-c3cccs3)n2)cc1	5.0	-3.2	9.6	6.6	13.2	-3.2	-0.5	2.0	0.5
COc1ccc2c(Cl)c(C(=O)N/N=C/c3ccncc3)sc2c1	8.4	-0.3	13.5	-0.5	15.3	-0.1	2.1	-0.1	-4.3
CCCCn1c(=NC(C)=O)c(C#N)cc2c(=O)n3cccc(C)c3nc21	2.8	1.3	2.5	0.7	-5.8	12.3	-1.4	2.3	-3.1
Nc1nc2c(nc(N3CCCCC3)n2[C@@H]2O[C@H](CO)[C@@H](O)[C@H]2O)c(=O)[nH]1	-3.7	-0.4	-12.5	3.2	7.3	2.4	2.8	-0.8	3.9
CC(C)c1csc(CN2CCCC(CNC(=O)c3cccc4ccccc34)C2)n1 (configuration not stated)	-0.7	-1.6	9.7	1.9	-1.1	-1.0	8.8	0.6	-5.0
CCN(CC)S(=O)(=O)c1ccc(C(=O)NCc2ccc(C)cc2)cc1	11.0	-6.4	13.6	4.7	-7.9	-2.4	4.3	0.1	-14.3
N#Cc1ccc(/C=N/NC(=O)c2cccc(S(=O)(=O)N3CCOCC3)c2)cc1	-5.2	2.2	-4.4	-1.5	-32.7	4.7	1.2	-1.5	-1.6
Cc1ccc2nc(Cl)c(C3CC(c4ccco4)=NN3C(=O)CCCC(=O)O)cc2c1 (configuration not stated)	3.2	-0.4	0.7	7.8	-1.4	-6.8	0.2	2.0	5.4
CC(C)Oc1ccc(S(=O)(=O)N2CCCCC2)cc1NC(=O)C1CCCC1	9.6	-0.5	4.5	-2.6	14.2	2.0	-1.3	-2.3	-9.0
CN(C)S(=O)(=O)c1ccc(C(=O)OCC(=O)Nc2ccccc2OC(F)F)cc1	-10.9	1.0	0.3	-0.2	-0.2	0.6	4.8	1.7	-3.5
CCOC(=O)c1ccccc1NC(=O)[C@@H]1CCCN1C(=O)OC(C)(C)C	6.7	-3.5	4.1	1.1	10.1	-0.9	-0.4	-0.7	-0.3
O=C(NCC(c1ccco1)N1CCN(c2ccc(F)cc2)CC1)C1CCCCC1 (configuration not stated)	-0.9	-1.3	9.6	1.7	1.3	-4.5	0.7	-0.1	2.7
O=c1ccn([C@@H]2O[C@H](CNCC3=Cc4cc(O)ccc4OC3)[C@@H](O)[C@H]2O)c(=O)[nH]1	-18.1	0.7	-9.5	/	5.3	2.8	0.9	-1.4	-4.2
Cc1cn([C@H]2C[C@H](O)[C@@H](CNC(=O)[C@H](N)Cc3cn(COCc4ccccc4)cn3)O2)c(=O)[nH]c1=O	1.6	-0.6	13.1	/	3.2	-5.7	0.8	0.0	-5.6
O=C(O)/C=C/c1cccc(NC(=O)Nc2ccc([N+](=O)[O-])cc2)c1	4.2	-0.9	11.6	7.0	-7.0	0.3	0.2	3.1	-2.8
COc1cccc(C(=O)OCC(=O)c2c[nH]c3ccccc23)c1O	9.6	3.9	8.7	-3.1	-10.5	-2.2	9.9	5.3	-8.7
OC[C@@H]1CN(Cc2ccco2)C[C@H](n2cnc3c(Nc4ccccc4)ncnc32)O1	1.1	-0.8	9.7	/	/	0.6	3.5	/	-3.6
Cc1noc(C)c1S(=O)(=O)N(C)C[C@H]1Oc2c(NC(=O)NC3CCCCC3)cccc2C(=O)N([C@H](C)CO)C[C@@H]1C	1.9	-0.9	9.7	1.2	3.3	2.5	2.7	-3.2	6.4

# A portion of the results above, for reference:
SMILES	CHRM4 antagonist	CHRM5 agonist	CHRM5 antagonist	IDE cell inh	CRFBP-R2 block	M4 PAM	CHRM4 agonist	CRFBP-R2 agonist	M5 PAM
OC[C@@H]1CN(Cc2ccco2)C[C@H](n2cnc3c(Nc4ccccc4)ncnc32)O1	1.1	-0.8	9.7	/	/	0.6	3.5	/	-3.6
Cc1noc(C)c1S(=O)(=O)N(C)C[C@H]1Oc2c(NC(=O)NC3CCCCC3)cccc2C(=O)N([C@H](C)CO)C[C@@H]1C	1.9	-0.9	9.7	1.2	3.3	2.5	2.7	-3.2	6.4

# Additional results follow:
SMILES	CHRM4 antagonist	CHRM5 agonist	CHRM5 antagonist	IDE cell inh	CRFBP-R2 block	M4 PAM	CHRM4 agonist	CRFBP-R2 agonist	M5 PAM
O=C(NC1CCCC1)c1cccc(Cn2cc([N+](=O)[O-])cn2)c1	-14.0	-0.6	-0.6	2.6	19.9	-0.8	0.6	-4.4	-0.2
Cc1ccc(NC(=S)NNC(=O)c2ccc(N3CCOCC3)c([N+](=O)[O-])c2)cc1C	-1.2	0.4	2.9	-6.3	22.0	0.7	2.3	-1.1	-4.4
CC(C)C[C@H](N)c1nnc(SCc2ccc(Cl)cc2)o1	14.9	10.5	-1.1	8.7	4.4	-5.5	0.9	-4.9	0.3
COc1ccccc1-c1coc2c(CN3CCN(CCO)CC3)c(O)ccc2c1=O	2.8	-1.8	-3.8	-0.4	1.5	8.9	1.0	0.6	6.0
CC1(C)CC(=O)c2cnc(NC(=O)CSc3nc4ccccc4o3)nc2C1	-0.9	-0.2	4.3	3.8	-21.8	-3.4	1.4	18.7	-1.0
Cc1ccc(-n2c(SCC(=O)N3CCOCC3)nc(O)c(Cc3ccccc3)c2=O)cc1	4.3	-3.7	2.4	-6.1	-9.5	-0.3	-0.4	0.9	4.6
CC1CCCC(CC(N)=O)CC1 (configuration not stated)	-1.4	1.9	8.9	/	-0.3	2.7	0.4	-2.2	5.1
CC(=O)N1CCN(C2=NC(=O)/C(=C/c3ccc(OS(=O)(=O)c4ccccc4)cc3)S2)CC1	-5.1	-2.3	13.9	10.4	-16.0	-1.9	3.6	-1.4	-3.2
CC(C)C(C)NC(=O)CN1C(=O)NC2(CCc3ccccc32)C1=O (configuration not stated)	-23.8	-0.2	-4.0	-1.6	-6.4	14.5*	-0.4	-1.2	4.6
CCOC(=O)COc1ccc2c(c1)C(=O)CC(C)(C)O2	-3.9	-1.8	3.5	-3.4	-1.8	13.8	0.9	-0.2	2.7
Cc1ccc(NCc2nnc(SC(C)C(=O)N/N=C/c3ccc(C)o3)n2-c2ccccc2)cc1 (configuration not stated)	2.2	-6.7	-0.9	-1.9	-5.0	10.2	0.2	-1.7	-0.6
O=C(NCCCl)Nc1cccnc1Cl	-5.2	-0.7	-8.0	4.3	-1.2	2.3	0.8	-0.9	3.5
CC1CCCC(C)N1S(=O)(=O)c1ccc(Cl)cc1 (configuration not stated)	6.4	-15.9	-1.3	6.1	-13.1	-12.0	-2.0	-3.9	10.8
